PAD4 inh: blocks human protein arginine deiminase 4 | inhibition, % at 6.36 µM | Q9UM07 | 330,000 compounds, 0.41% hits | recombinant PAD4, RCA probe fluorescence polarization;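 active means percent inhibition above a cutoff equal to the mean of all tested compounds plus 3 SD, cut at about 15% in these data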;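 further: 0% = PAD4 with RCA probe and DMSO and 100% = probe without PAD4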
Target sequence (Q9UM07 whole entry, looked up): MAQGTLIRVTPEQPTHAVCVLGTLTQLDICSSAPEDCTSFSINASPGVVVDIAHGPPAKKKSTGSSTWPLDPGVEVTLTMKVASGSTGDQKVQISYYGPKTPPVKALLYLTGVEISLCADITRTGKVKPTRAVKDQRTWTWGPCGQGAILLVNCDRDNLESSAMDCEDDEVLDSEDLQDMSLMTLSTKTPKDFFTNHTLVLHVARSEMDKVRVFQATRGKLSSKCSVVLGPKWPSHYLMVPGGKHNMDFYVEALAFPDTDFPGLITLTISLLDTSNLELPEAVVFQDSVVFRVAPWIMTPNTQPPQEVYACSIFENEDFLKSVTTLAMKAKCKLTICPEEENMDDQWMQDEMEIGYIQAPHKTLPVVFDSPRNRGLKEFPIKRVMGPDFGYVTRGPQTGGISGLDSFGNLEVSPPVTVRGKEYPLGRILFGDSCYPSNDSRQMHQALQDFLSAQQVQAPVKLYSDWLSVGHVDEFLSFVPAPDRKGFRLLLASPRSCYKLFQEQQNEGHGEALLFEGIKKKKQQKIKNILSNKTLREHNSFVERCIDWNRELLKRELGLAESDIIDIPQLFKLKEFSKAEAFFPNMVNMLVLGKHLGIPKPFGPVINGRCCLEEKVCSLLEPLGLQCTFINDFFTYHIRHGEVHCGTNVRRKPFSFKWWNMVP
PAFAH2 FP inh: PAFAH2 (human) inhibition. inhibition, % at 3.39 µM. Q99487. 340,000 compounds, 0.99% hits. recombinant PAFAH2, FP-rhodamine activity probe, fluorescence polarization. AID 492956;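 active means inhibition above the mean over all tested compounds plus 3 SD, cut at about 30% in these data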;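 further: inhibitors block probe labeling of enzyme so polarization drops; 0% = enzyme with DMSO and 100% = wells lacking PAFAH2 protein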
PAFAH1B3 FP inh: inhibitors of human PAFAH1B3; Q15102; recombinant PAFAH1B3, FP-rhodamine probe, fluorescence polarization; inhibition, % at 3.39 µM; 340,000 compounds, 0.28% hits; AID 492972;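 active means inhibition above the screen-wide average of all tested compounds plus 3 SD, cut at about 25% in these data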;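 further: 0% = enzyme with DMSO only and 100% = wells lacking PAFAH1B3 protein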
Target sequence (Q15102 whole entry, looked up): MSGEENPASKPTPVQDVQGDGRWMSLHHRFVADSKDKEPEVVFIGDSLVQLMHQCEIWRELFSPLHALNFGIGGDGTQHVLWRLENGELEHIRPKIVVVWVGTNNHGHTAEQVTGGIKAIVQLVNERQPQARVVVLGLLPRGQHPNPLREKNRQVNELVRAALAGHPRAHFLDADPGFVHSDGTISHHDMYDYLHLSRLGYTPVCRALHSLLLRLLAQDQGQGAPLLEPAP
Starred values were filed as active, the others as inactive; / = no result given. An excerpt (hit frequency here may not be typical).

PAD4 inh | PAFAH2 FP inh | PAFAH1B3 FP inh | smiles
/ | 6 | 11 | Cc1ccc(OCC(=O)Nc2c(C)nn(-c3ccccc3)c2C)c(Br)c1
/ | 1 | -3 | COc1ccc(N2CCN(C(=O)c3cccc(NS(=O)(=O)c4cccc(F)c4)c3)CC2)cc1
/ | -3 | 4 | CNC(=S)Nc1cc2oc3ccccc3c2cc1OC
/ | 2 | 5 | CCOC(=O)N1CCN(c2cc(N(C)CCO)c([N+](=O)[O-])c3nonc23)CC1
/ | 6 | 9 | Cc1ccc(CN2CCNC(=O)C2CC(=O)NCCCn2ncc3ccccc32)o1 (configuration not stated)
/ | 10 | -1 | Cc1ccc(NC(=O)C(C)OC(=O)C2CC3CCCC(C2)C3=O)cc1S(=O)(=O)N1CCOCC1 (configuration not stated)
/ | 0 | -4 | C/C(=N/NS(=O)(=O)c1ccc(C(C)C)cc1)c1ccncc1
/ | 4 | 3 | CSC1(SC2=NCCN2)SC2(NCCN2)S1
/ | -9 | 7 | C/C(=N\NC(=O)c1ccc(Cl)c(Cl)c1)c1ccccn1
/ | -11 | 1 | Cc1ccc(NC(=O)CSc2nnnn2C2CC2)cc1S(=O)(=O)N1CCOCC1
/ | 8 | 7 | CCc1n[n+](CC(=O)c2ccccc2)c(N)s1
/ | -8 | 9 | CCCOC(=O)C1=C(C)NC(=O)NC1c1cccc2ccccc12 (configuration not stated)
/ | 3 | 2 | COc1ccc(CN(C)C(=O)Cc2c[nH]c3ccccc23)c(OC)c1OC
/ | -4 | 3 | CC(=O)Nc1ccc(S(=O)(=O)Nc2ccn(Cc3ccccc3Cl)n2)cc1
/ | 6 | -4 | COc1ccc(C2C(C)C(=O)C(C)C(c3ccc(OC)cc3)N2N=O)cc1 (configuration not stated)
/ | 7 | -2 | COc1cc(C(=S)N2CCN(C(c3ccccc3)c3ccccc3)CC2)cc(OC)c1O

14 compounds out of the list, arranged by length of the SMILES, falling:
PAD4 inh | PAFAH2 FP inh | PAFAH1B3 FP inh | smiles
/ | 10 | -1 | Cc1ccc(NC(=O)C(C)OC(=O)C2CC3CCCC(C2)C3=O)cc1S(=O)(=O)N1CCOCC1 (configuration not stated)
/ | 1 | -3 | COc1ccc(N2CCN(C(=O)c3cccc(NS(=O)(=O)c4cccc(F)c4)c3)CC2)cc1
/ | 2 | 5 | CCOC(=O)N1CCN(c2cc(N(C)CCO)c([N+](=O)[O-])c3nonc23)CC1
/ | 7 | -2 | COc1cc(C(=S)N2CCN(C(c3ccccc3)c3ccccc3)CC2)cc(OC)c1O
/ | -11 | 1 | Cc1ccc(NC(=O)CSc2nnnn2C2CC2)cc1S(=O)(=O)N1CCOCC1
/ | -4 | 3 | CC(=O)Nc1ccc(S(=O)(=O)Nc2ccn(Cc3ccccc3Cl)n2)cc1
/ | 6 | 9 | Cc1ccc(CN2CCNC(=O)C2CC(=O)NCCCn2ncc3ccccc32)o1 (configuration not stated)
/ | 3 | 2 | COc1ccc(CN(C)C(=O)Cc2c[nH]c3ccccc23)c(OC)c1OC
/ | 0 | -4 | C/C(=N/NS(=O)(=O)c1ccc(C(C)C)cc1)c1ccncc1
/ | -8 | 9 | CCCOC(=O)C1=C(C)NC(=O)NC1c1cccc2ccccc12 (configuration not stated)
/ | -9 | 7 | C/C(=N\NC(=O)c1ccc(Cl)c(Cl)c1)c1ccccn1
/ | 8 | 7 | CCc1n[n+](CC(=O)c2ccccc2)c(N)s1
/ | -3 | 4 | CNC(=S)Nc1cc2oc3ccccc3c2cc1OC
/ | 4 | 3 | CSC1(SC2=NCCN2)SC2(NCCN2)S1

Continuation:
PAD4 inh | PAFAH2 FP inh | PAFAH1B3 FP inh | smiles
/ | -10 | 12 | Cc1nnc(SCC(=O)N2CCC(C(=O)Nc3nccs3)CC2)n1Cc1ccccc1
/ | 4 | -3 | N#CC(=Nc1ccccc1)c1ccccc1
/ | 7 | 7 | Cn1c(=O)c2c(nc(Oc3ccccc3Br)n2C)n(C)c1=O
/ | -7 | 2 | COCC(Cc1ccccc1)NC(=O)Cn1cc(C)c(=O)[nH]c1=O (configuration not stated)
/ | 7 | 5 | O=[N+]([O-])c1ccccc1N=Nc1c(O)[nH]c2ccc(F)cc12
/ | -6 | 6 | CC(=O)c1cccc(NC(=O)C(C)OC(=O)c2cc(C)oc2C)c1 (configuration not stated)
/ | 2 | -2 | COc1cc2c(cc1OC)CN(C(=O)CCNC(=O)c1ccc(Br)cc1)CC2
/ | 4 | 0 | Cc1ccnc(SCCn2c(N3CCC(C)CC3)nc3c2c(=O)[nH]c(=O)n3C)n1
/ | 8 | 18 | O=C(O)CCCCCNS(=O)(=O)c1ccc2c3c(cccc13)C(=O)N2
/ | 4 | 7 | N#Cc1c(-c2ccc(Cl)cc2)c(-c2ccc(Cl)cc2)nn(CCOC(=O)CCC(=O)O)c1=O
/ | 2 | 14 | S=c1[nH]nc(COc2ccccc2)n1/N=C/c1ccc(Cl)cc1
/ | 0 | -2 | CC(NC(=O)c1ccc(C(=O)c2ccccc2)cc1)c1ccc(S(N)(=O)=O)cc1 (configuration not stated)
/ | 2 | 0 | Cc1cccc(NC(=S)N2CCC(C(=O)c3ccc(F)cc3)CC2)c1
/ | 5 | -7 | CCOC(=O)C1CCCCN1Cc1ccc(-c2ccccc2)cc1 (configuration not stated)
/ | -1 | 9 | O=C(NNC(=O)c1ccncc1)Nc1cc(Cl)ccc1Cl
/ | -4 | -6 | N#Cc1ccc(-c2ccc(OCC(=O)Nc3cccnc3)cc2)cc1
/ | 4 | 7 | O=C(COC(=O)c1cc[n+]([O-])cc1)Nc1ccc([N+](=O)[O-])cc1C(F)(F)F
/ | 2 | 7 | CN(CCNC(=O)c1cc2c(-c3ccccc3F)nn(C)c2s1)C1CCCCC1
/ | 13 | 8 | C(=C\c1ccccn1)/c1cccnc1
/ | 0 | 15 | c1csc(CCCN2CCCCC2)c1
/ | -5 | 5 | COc1ccc2occ(C(=O)c3ccc(N)cc3)c2c1
/ | -18 | -12 | CC(C)(C)OC(=O)N(CCc1ccccc1)Cc1ccc(OCc2cccc(NC(=O)C3CCC3)c2)cc1
/ | 5 | 6 | Cc1ccc(NC(=O)CN2C(=O)NC(C)(C)C2=O)cc1S(=O)(=O)N1CCCCCC1
/ | 0 | 1 | COc1cccc(OCc2cc(C3Nc4ccccc4C(=O)N3Cc3ccco3)ccc2OC)c1 (configuration not stated)
/ | 0 | 8 | CN1CC[C@@H]2C(=O)N3CCc4ccc(-c5ccc6c(c5)OCO6)cc4[C@@H]3C[C@@H]21
/ | 5 | 8 | C#CCOCCOCCOCCNc1nc(N2CCN(C(=O)Cn3cc(CCO)nn3)CC2)nc(N2CCN(C(=O)[C@H](CCCCN)n3cc(CC(C)O)nn3)CC2)n1 (some centres not stated)
/ | 2 | 7 | O=C(NCc1ccccc1)c1ccc(C(=O)NCc2ccccc2)cc1
/ | -7 | 4 | Cc1cccc(C(=O)NC2CCN(S(=O)(=O)c3cccc(F)c3)CC2)c1
/ | 3 | 10 | Cc1cc(C)nc(Nc2ccc(Cl)cc2C)n1
/ | -2 | 5 | CCOC(=O)C1(Cc2cccc(Cl)c2)CCCN(C(=O)c2ccoc2C)C1 (configuration not stated)
/ | -5 | 2 | Cc1c(CC(=O)NCCCCCC(=O)O)c(=O)oc2cc3c(cc12)CCC(C)(C)O3
/ | -11 | -17 | CN1C(=S)N(c2cccnc2)C(=O)/C1=C\c1ccc(N(C)C)cc1
/ | 1 | 4 | COc1ccc(S(=O)(=O)N2CCN(C(=O)c3ccccn3)CC2)cc1
/ | 0 | 2 | COc1ccc(C=CC(O)CCN2CCC3CCC(C3)C2)cc1 (configuration not stated)
/ | -2 | -2 | COc1ccc(-n2cnc3cc([N+](=O)[O-])ccc32)cc1
/ | -2 | 1 | O=C(Nc1ncccc1O)c1cccc(S(=O)(=O)N2CCN(c3ccc(F)cc3)CC2)c1
/ | 2 | -13 | COc1cc(C(=S)N2CCOCC2)cc(OC)c1OC(=O)c1ccc(C)cc1
/ | -6 | 6 | CCN1CCN(c2nc3c(C)cccn3c(=O)c2C=C(C#N)C#N)CC1
/ | -3 | 6 | CC(C)(C)OC(=O)N1CCC(C(=O)Nc2ccc(C(=O)N3CCCC3)cc2)CC1
/ | 3 | 8 | Cc1ccc2c(c1)-c1cc(C)ccc1C2=O

Whole records as entered above.
Results for COc1cc(C(=S)N2CCOCC2)cc(OC)c1OC(=O)c1ccc(C)cc1 = PAD4 inh: /; PAFAH2 FP inh: 2; PAFAH1B3 FP inh: -13
Results for COc1ccc(-n2cnc3cc([N+](=O)[O-])ccc32)cc1 = PAD4 inh: /; PAFAH2 FP inh: -2; PAFAH1B3 FP inh: -2

(further entries)
PAD4 inh | PAFAH2 FP inh | PAFAH1B3 FP inh | smiles
/ | 13 | 12 | CCN(CC)S(=O)(=O)c1ccc(O)c(NC(=O)COc2ccc(S(=O)(=O)N3CCOCC3)cc2)c1
/ | -1 | 3 | COc1cccc(NC(=O)CN(C)C(=O)CCNC(=O)c2ccccc2OC)c1
/ | 2 | 5 | CN1CCN(CC(O)COc2ccc(C34CC5CC(CC(C5)C3)C4)cc2)CC1 (configuration not stated)
/ | -6 | 4 | O=C1CSC(=S)N1c1cccc(O)c1
/ | 2 | 4 | c1ccc(OCCCCN2CCCCC2)cc1
/ | -6 | -2 | Cc1ccc(S(=O)(=O)Nc2cc(=O)[nH]c(SCC(=O)Nc3cccc(C(F)(F)F)c3)n2)cc1
-5 | -7 | 5 | CCCN=C1N(CC)C[C@@H]2[C@@H]3C(=O)N(C)C(=O)[C@@H]3[C@](C)(C(=O)OC)N12
-4 | -2 | 5 | COc1ccc(C2CC(=O)Oc3cc(OC)ccc32)cc1 (configuration not stated)
-14 | -3 | 5 | NS(=O)(=O)c1ccc(N2N=C(c3ccccc3)CC2c2ccccc2Cl)cc1 (configuration not stated)
0 | -1 | 4 | COc1ccccc1[C@@H]1C(c2ccccc2)=NN(c2ccccc2)[C@H]1C(=O)N1CCOC1=O
-3 | -1 | 1 | CN[C@H](C(=O)NC[C@H]1O[C@@H](n2cnc3c(N)ncnc32)[C@H](O)[C@@H]1O)[C@@H](C)OCc1ccccc1
-8 | -13 | -8 | O=C(Cc1cccs1)N[C@@H]1c2ccccc2CC[C@H]1OCc1ccccc1
1 | 7 | 6 | Cc1ccc(S(=O)(=O)N2C[C@@H]3[C@H]4CC[C@H](C4)[C@@H]3[C@@H](C)[C@@H]2c2cccn2Cc2ccccc2)cc1
-3 | 0 | 9 | COC(=O)[C@@]1(C)[C@H]2C(=O)N(Cc3ccccc3)C(=O)[C@H]2[C@H]2CN(C)C(=NC3CCCCC3)N21
-5 | 0 | 11 | COc1ccc(-c2cccc(-c3cc(=O)oc4cc5c(cc34)OCO5)c2)cc1
7 | -3 | 5 | COc1ccc2[nH]c3c(c2c1)CCN1C(=O)C(CC(=O)NC(C)(C)C)C[C@H](C(=O)N2CCCCC2)[C@@]31CCc1ccccc1 (some centres not stated)
4 | 3 | 5 | C[C@@]12CCC=C[C@H]1[C@H](c1ccccc1Br)N(Cc1ccccc1)C2=O
0 | -10 | 8 | CCOC(=O)C1=CN(Cc2cccc(F)c2)S(=O)(=O)NC1c1ccc2ccccc2c1 (configuration not stated)
-6 | -1 | 7 | COc1ccc(CNC(=O)C[C@H]2C[C@H](C(=O)N3CCOCC3)[C@@]3(C)c4[nH]c5cc(-c6ccco6)ccc5c4CCN3C2=O)cc1OC
2 | -1 | 7 | Nc1ncnc2c1ncn2[C@@H]1O[C@H](CNC(=O)[C@H]2CCC(=O)N2)[C@@H](O)[C@H]1O
3 | 6 | 6 | COc1ccc(CN(CCC(C)C)S(=O)(=O)c2ccccc2Br)c(OC)c1
-2 | 7 | -3 | COc1ccc(-c2noc(CCC(=O)N3CCN(c4ccccc4C(F)(F)F)CC3)n2)cc1
1 | -5 | 2 | Cc1ccc(CN2C(=O)C[C@@H](NC(=O)OCC3c4ccccc4-c4ccccc43)C/C=C\C2c2ccc(C)cc2)cc1 (some centres not stated)
-3 | -2 | 10 | COc1ccc2[nH]c3c(c2c1)CCN1C(=O)C(CC(=O)NCCCN(C)C)C[C@H](C(=O)N(C(C)C)C(C)C)[C@@]31C (some centres not stated)
2 | 1 | 6 | COC(=O)[C@@]1(Cc2ccccc2)[C@H]2C(=O)N(C)C(=O)[C@H]2[C@H]2CN=C(SCc3ccc(C#N)cc3)N21
3 | -4 | 0 | COC(=O)c1ccc2c(c1)c(-c1ccccc1)c(-c1ccccc1)n2C
-1 | 0 | 10 | CN(C)C(=O)CCc1ccc2c3c([nH]c2c1)[C@]1(C)[C@@H](C(=O)N2CCOCC2)C[C@H](CC(=O)NCc2cccc(C(F)(F)F)c2)C(=O)N1CC3
4 | -1 | 6 | Cc1oc(=O)cc(OCc2ccccc2)c1C
-2 | -3 | 14 | O=S1(=O)CCOC(CO)CN1Cc1ccc(Cl)c(Cl)c1 (configuration not stated)
-7 | 18 | 10 | COc1cc(CCc2ccccc2)c(C(=O)O)c(O)c1C/C=C(/C)CCC=C(C)C
3 | 7 | 10 | CCOC(=O)C1=C(C)c2ccccc2N(S(=O)(=O)C(F)(F)F)C1C(=O)OCC (configuration not stated)
0 | -2 | 1 | CCOC(=O)C1=CN(Cc2cccc(F)c2)S(=O)(=O)N(CC)C1c1ccc(Br)cc1F (configuration not stated)
1 | 5 | 3 | CCCCN1CC(COCc2ccccc2)Oc2ccccc2S1(=O)=O (configuration not stated)

High-throughput results (PubChem BioAssay)
